Source: PubChem BioAssay
mHTT-CaM PPI inh = mutant huntingtin-calmodulin interaction inhibitors – biochemical, AlphaScreen, primary screen; P42858; AlphaScreen His-mHTT/GST-CaM binding, luminescence; inhibition, % at 15 µM; 190,000 tested, 3.6% active; AID 1671202, 2021;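 further: 0% = both proteins with DMSO and 100% = one protein alone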
Pf apPOL block = Pf-apPOL inhibitors, biochemical, fluorescence; Plasmodium falciparum apicoplast DNA polymerase (apPOL); Recombinant Pf-apPOL, molecular beacon fluorescence, 1.5 h; inhibition, % at 10 µM; 210,000 tested, 0.25% active; AID 1794808, 2022
Active calls of the source: *; i = inactive; nt = no result given; + = active, no number; & = joins results of further samples. No stated cut-off is given here; in the data, active means inhibition above about 50%; inactive means the rest. A portion of the library; the hit share may differ from the screen's.

molecule | Pf apPOL block | mHTT-CaM PPI inh
NC(=O)COc1ccc(NS(=O)(=O)Cc2ccccc2)cc1 | -14 | -3
O=C(c1cc2ccccc2oc1=O)N1CCSC1c1ccc(Br)cc1 (configuration not stated) | -3 | -2
O=C(Cc1csc(NC(=O)c2ccc[nH]c2=O)n1)Nc1ccc(OC(F)(F)F)cc1 | -12 | 33
CCOc1ccc(-c2csc(-c3cc4cc(OC)ccc4oc3=O)n2)cc1 | -3 | -12
Cc1cc(C(=O)N2CCC(CCOc3cccc(F)c3)CC2)no1 | -6 | -11
COc1cccc(N/C=C(\C#N)c2nc(-c3ccc4c(c3)OCO4)cs2)c1 | -8 | -5
Oc1ccc(N=Nc2ccc(O)cc2)cc1 | nt | 21
CN1CCN(c2ccc(Nc3cn[nH]c(=O)n3)cc2)CC1 | nt | -2
Cc1ccc(-c2ccc(CN3C(C)C(=O)N(Cc4cn(CC5CCCCC5)nn4)CCS3(=O)=O)cc2)cc1 (configuration not stated) | -7 | 30
Cc1noc(C)c1S(=O)(=O)N1CCC(C(C)C(=O)NCCCN2CCCC2)CC1 (configuration not stated) | -3 | -7
CC(=O)N(c1ccc(C)cc1)C1SC(=O)N(c2ccc(C)cc2)C1=O (configuration not stated) | 3 | 32
CCOC(=O)C=CC(=O)NCCC1=CCCCC1 | -13 | -6
O=c1[nH]n(-c2cccc(Br)c2)c(O)c1C=C1C=Nc2ccccc21 | 0 | 23
CCCCOCC(O)CN1CC(C)CC(C)C1 (configuration not stated) | -8&-8 | -1&-8
COC(=O)c1ccccc1S(=O)(=O)N1CC2CC(NC(=O)c3ccccc3)C1C2 (configuration not stated) | -2 | 10
Cc1c(C(=O)Nc2cc(Cl)c(Cl)cc2Cl)oc2ccccc12 | -3 | -8
Cc1ccc(CNC(=O)N2CC3CC(NC(=O)c4ccccc4)C2C3)cc1 (configuration not stated) | -3 | 0
O=C(CSc1nc(-c2ccccc2)cc(=O)[nH]1)Nc1ncn[nH]1 | -7 | 22
COc1ccccc1C(=O)O/N=C1\C=CC(=O)C=C1C | -1 | +
COC(=O)C(Cc1ccccc1)NC(=O)N1CCCn2nc(-c3ccncc3)cc2C1 (configuration not stated) | 0 | 12
CCc1nc(-c2ccc(-c3noc(COc4ccccc4)n3)cc2)cs1 | -4 | -12
CCN(CC)CCCNC(=O)C(=O)NCCCN(CC)CC | nt | -4
O=C1CSC(SCC(=O)Nc2ccccc2Cl)=N1 | -1 | -2
O=c1oc2ccccc2c(NCCOc2ccccc2)c1[N+](=O)[O-] | 0 | 9
O=C(NCc1cccc(Cl)c1)c1cc2c(s1)CCN(C(=O)c1ccccc1)C2 | -3 | 2
O=C(NCCO)C(=O)Nc1ccccc1Cl | -12 | -1
Cc1ccc(NC(=S)Nc2cc(C)on2)cc1 | -8 | nt
CSc1nc2ccc(S(=O)(=O)N3CCCCC3)cc2s1 | -9&-4 | -2&-2
Cc1cccc(NC(=O)N2CCCC2c2nc(-c3cccc(F)c3)no2)c1 (configuration not stated) | 0 | -9
CCCc1cnc(N2CCN(C(=S)NC)CC2)nc1 | -33 | nt
Cc1ccc(N(C)C(=O)C2CCN(c3ncnc4c3nc3n4CCCCC3)CC2)cc1C | -1 | 56*
COc1ccc(-c2csc(/C(C#N)=C/c3ccccc3OC)n2)cc1 | 2 | -9
COc1ccc(Cl)cc1S(=O)(=O)n1ccnc1C(C)C | 2 | 4
COc1ccc(Br)cc1C1=N/C(=C/c2ccc(Cl)cc2)C(=O)O1 | -3 | 4
Cc1cc(C)nc(NS(=O)(=O)c2ccc(F)cc2)n1 | -11 | -8
COc1cccc(CNC(=O)N2CCn3cccc3C2Cc2ccccc2)c1 (configuration not stated) | 0 | -1
c1ccc(Oc2ccc(-c3cc(N4CCOCC4)n[nH]3)cc2)cc1 | -22 | nt
COc1cc(C2C(C#N)=C(N)OC3=C2C(=O)CCC3)cc2c1OCO2 (configuration not stated) | 0 | -4
CN1C(=O)C(=Cc2cc3c(cc2Cl)OCO3)C(=O)N(C)C1=O | -3 | 9
COc1c2c(cc3c1C(CC(=O)c1ccc4c(c1)OCO4)N(C)CC3)OCO2 (configuration not stated) | -14 | 0
Cc1cccc(C(=O)N2CCN(c3nc(CN4CCC(C)CC4)cs3)CC2)c1 | -6 | 19
CC(C)(C)N=C1Nc2ncccc2NC12CCCN(C(=O)c1cc(-c3cccs3)[nH]n1)C2 (configuration not stated) | -3 | 10
O=S(=O)(c1cccc(F)c1)N1CCC(n2c(-c3ccoc3)nc3cccnc32)C1 (configuration not stated) | -5 | 35
O=C(Nc1ccc(N2CCCC2)cc1)c1ccc(F)cc1 | -2 | 20
CCC1c2ccc(C)n2CCN1C(=O)NCc1ccc(C)cc1 (configuration not stated) | 0 | 2
O=C(O)CN1C(=O)C(=CC=Cc2ccccc2)SC1=S | -37 | 19
O=C(Cn1ccnc1)N1CCC(c2nc(-c3ccccc3)no2)C1 (configuration not stated) | -5 | 0
Cc1cc2nc(C(=O)NC3CCCC3)c(=O)[nH]c2cc1C | 2 | 12
CCOC(=O)CSC1=C(C#N)[C@H](c2ccccc2[N+](=O)[O-])C(C(C)=O)=C(C)N1 | nt | 16
CCc1nc2cccnc2n1C1CCN(S(=O)(=O)c2cccs2)C1 (configuration not stated) | 3 | 3
CCc1nc(-n2cccc2)sc1C(=O)Nc1ccc(C)c(F)c1 | -4 | -2
Cc1cc(=O)n2c(CC(=O)N3CCCCC3)csc2n1 | -1 | -5
COc1ccc(CNC(=O)C2(C)CCCN(S(=O)(=O)c3c(C)noc3C)C2)cc1 (configuration not stated) | -3 | 1
CSc1ccccc1C(=O)Nc1sc(SCC(N)=O)nc1-c1ccccc1 | -1 | 12
COc1cccc(-c2nc(C3CCN(S(=O)(=O)c4cc(C)c(C)cc4C)CC3)no2)c1 | -6 | -1
COc1ccc(NC(NC(=O)c2ccc([N+](=O)[O-])cc2)C(Cl)(Cl)Cl)cc1 (configuration not stated) | -2 | 53*

As a working copy, part of the list above:
molecule | Pf apPOL block | mHTT-CaM PPI inh
Cc1cc(=O)n2c(CC(=O)N3CCCCC3)csc2n1 | -1 | -5
COc1ccc(CNC(=O)C2(C)CCCN(S(=O)(=O)c3c(C)noc3C)C2)cc1 (configuration not stated) | -3 | 1

Ordered by formula weight (ascending): some entries from above.
molecule | Pf apPOL block | mHTT-CaM PPI inh
Cc1cc(=O)n2c(CC(=O)N3CCCCC3)csc2n1 | -1 | -5
CSc1ccccc1C(=O)Nc1sc(SCC(N)=O)nc1-c1ccccc1 | -1 | 12
COc1ccc(NC(NC(=O)c2ccc([N+](=O)[O-])cc2)C(Cl)(Cl)Cl)cc1 (configuration not stated) | -2 | 53*

The results go on:
molecule | Pf apPOL block | mHTT-CaM PPI inh
COc1ccc(Cl)cc1C(=O)N1CCN=C1SCc1cccnc1 | 1 | 11
O=C(c1cccc([N+](=O)[O-])c1)N1CCN(S(=O)(=O)c2ccc(F)cc2)CC1 | -5 | 3
CCn1nc(C)cc1C(=O)Nc1nc(-c2cccs2)cs1 | -11 | -5
Cc1noc(C)c1C1CCCN1C(=O)Nc1ccc(Cl)cc1 (configuration not stated) | -5 | -8
Cc1csc2nc(CSc3nc4ccccc4[nH]3)cn12 | -2 | 4
CCC(CC)C(=O)N1CC(c2nc(-c3ccccc3)no2)C2(CCOCC2)C1 (configuration not stated) | -7 | 10
CSc1ccccc1NC(=O)C(=O)NCC1(c2cccs2)CCCC1 | -3 | -64
CC(=O)Nc1ccc(Cl)c(C(N)=O)c1 | 1 | -5
COc1cccn(Cc2nnc(SCC(=O)c3ccccc3)o2)c1=O | 2 | nt
Cc1cccc(-n2c(C)nc3cc(C(=O)NCCc4ccccc4)ccc32)c1 | 27 | 13
Cc1ccc(C2CC(C(F)(F)F)n3ncc(C(=O)NC(C)(C)C)c3N2)cc1 (configuration not stated) | -6 | 2
COc1ccc(CCNC(=O)Nc2ccccc2Cl)cc1OC | -4 | 1
COc1ccc(-c2cc(C(=O)NC(C)C)nn2C)c(OC)c1 | 0 | -2
CCc1cc(C2CCCN2Cc2cccc(Cl)c2)on1 (configuration not stated) | -5 | -25
COc1ccc(Br)cc1S(=O)(=O)N(CC(=O)N1CCOCC1)c1ccccc1 | -8 | 8
CCc1cc(C2CCCN2C(=O)c2cc(-c3ccc(F)cc3)on2)on1 (configuration not stated) | 0 | 7
CCN(CC)CC(=O)N1c2ccccc2Sc2ccc(Cl)cc21 | -4 | 16
CCN(CC)C(=O)Oc1ccc2c(c1C)OC(=Cc1ccc(OC)cc1OC)C2=O | -3 | -9
CC(C)n1c(=O)c(-c2ccc(C(=O)Nc3ccc(F)cc3)cc2)nc2cccnc21 | -4 | 3
CO/N=C(/c1nonc1N)N1CCN(c2ccc([N+](=O)[O-])cc2Cl)CC1 | 0 | i
Cc1ccc(Cl)cc1NC(=O)c1cc(I)ccc1Cl | -6 | 0
Cc1ccccc1NC(=O)c1cccc(NC(=O)C(F)(F)F)c1 | 2 | -1
O=C(NCC1(O)CCCC1)C1CC(=O)N(c2ccccc2)C1 (configuration not stated) | -2 | 4
CN1CCN(C2=Nc3ccccc3Oc3ccc(Cl)cc32)CC1 | -13 | nt
CCS(=O)(=O)NC(C)c1ccccc1 (configuration not stated) | 1 | 3
Cc1cc(NC(=O)NNc2ccccc2)no1 | -1 | nt
Cc1cccc(NC(=O)N2CCCC(C)(C(=O)NCc3ccc(F)cc3)C2)c1C (configuration not stated) | -11 | 0
CC(C)Cn1c(C2CCN(S(=O)(=O)Cc3cccc(F)c3)C2)nc2ccncc21 (configuration not stated) | 2 | -1
CCOc1nccnc1NC1CCN(C(=O)Cc2c(C)noc2C)CC1 | -5 | -1
O=C(Cc1ccc(Cl)cc1)Nc1cnc(N2CCOCC2)nc1 | -3 | 5
CC1=C(C(=O)Nc2ccc(C)c(C)c2)C2(CCCCC2)OC1=O | -2 | 4
COc1ccc(-c2coc3c(CN4CC5CC(C4)c4cccc(=O)n4C5)c(O)ccc3c2=O)cc1 (configuration not stated) | -28 | 27
CCC1CN2C=NC(N3CCN(C(=O)Nc4ccc(C)cc4C)CC3)=CC2=N1 (configuration not stated) | -1 | 2
COc1ccc(-c2cc3cccc(OC)c3oc2=O)cc1OC | -10 | -14
COc1cc(CNCc2ccc(Br)cc2)cc(OC)c1OC | -4 | -4
CN(C)CC1CN(C(=O)c2c[nH]c3ccccc23)CC12CCOCC2 (configuration not stated) | -3 | -2
c1ccc(-c2cc3c(nn2)CCc2nonc2-3)cc1 | -14&-8&0 | -4
COc1cc(NS(=O)(=O)c2ccc(NC(C)=O)cc2)c(OC)cc1Cl | -2 | -2
O=C(NCCC1=CCCCC1)C(=O)Nc1cccc(Cl)c1 | 0 | -18
Cc1ccc(S(=O)(=O)N=S(c2ccc(C(=O)O)cc2)c2ccc(C(=O)O)cc2)cc1 | 0 | nt
CCOCCCNC(=O)CNC(=O)c1ccc(=O)[nH]c1 | 0 | -14
Cc1ccc2nc(C)cc(C(N)=O)c2c1 | -1 | 1
c1ccc2c(c1)CCN2c1c2c(nc3ncnn13)CCC2 | -4 | 0
O=C(NCc1ccc(F)cc1)c1ccc(Cl)c(Cl)c1 | -10 | -5
CCc1nc2c(c(=O)n1CC(=O)NCc1ccc(F)cc1)CN(Cc1ccccc1)CC2 | -4 | 2
CCCN(CCC)CC(O)COCC12CC3CC(CC(C3)C1)C2 (configuration not stated) | -2 | -6
COc1cccc(C(=O)NCc2ccc(Cl)cc2Cl)c1OC | -1 | -17
O=C(Nc1ccc(Br)cc1)c1ccccc1O | -2 | -5
N#CC1=C(N)N(c2ccc(Br)cc2F)C2=C(C(=O)CCC2)C1c1cccnc1 (configuration not stated) | -29 | 0
O=c1c2c(nc3cc(-c4ccc(Cl)cc4)[nH]n13)CCC2 | -2&0 | 0&0
N=C1C(c2nc3ccccc3c(=O)[nH]2)=C(O)CN1Cc1ccccc1 | -4 | 16
Cc1cccc(N2CCN(C(=O)c3ccc(Cl)c(Cl)c3)C(C)C2=O)c1 (configuration not stated) | -3 | 41
Cc1ccc(-c2noc(C3CCCN3S(=O)(=O)c3ccc(C)c(C)c3)n2)cc1 (configuration not stated) | 2 | -13
COc1ccccc1-c1nc(C2CCN(C(=O)c3cccc(F)c3)CC2)no1 | 0 | 13
O=[N+]([O-])c1ccc(Cl)cc1NCCOc1ccc(F)cc1 | -24 | 21
CC(=O)NC1=NC(=O)/C(=C/c2cn(C(C)=O)nc2-c2ccc(F)cc2)S1 | 2 | 5

Continued.
molecule | Pf apPOL block | mHTT-CaM PPI inh
COc1ccc(Cl)cc1NC(C)=O | -3 | -8
N=C(N)SCc1c(F)cccc1Cl | 0 | nt
Cc1ccc(C)c2c(=O)c(C(=O)O)c[nH]c12 | -2&1 | nt
COCc1nc(NCC(C)C)c2c(C)nn(-c3ccc(C)cc3)c2n1 | 4 | -8
Cc1cc(NC(=O)c2ccccc2)cc(NC(=O)c2ccccc2)c1C | 52* | -2
O=C1CC(c2ccc(C(F)(F)F)cc2)CC(=O)N1Cc1ccco1 | -20 | nt
O=C(c1csc2c1CCCC2)N1CCc2ccccc21 | -3 | -1
CN1C(=O)C(C)(C(=O)Nc2ccc(Cl)cc2F)Oc2cccnc21 (configuration not stated) | -3 | 1
Cc1ccc(S(=O)(=O)NC(=O)N2CCCCC2)cc1 | -6 | nt
O=C(c1ccc(Cl)c(Cl)c1)N1CCN(c2ccc([N+](=O)[O-])c(NC3CC3)c2)CC1 | -1 | 6
C#CCSc1nccc(-c2cc(-c3ccc(Cl)cc3)no2)n1 | -7 | nt
Fc1ccccc1N1CCN(c2ncc3c(n2)CCN(Cc2cccc(F)c2F)C3)CC1 | 0 | 8
CC1=NN(c2ccccc2)C(=O)/C1=C/c1ccc2c(c1)OCO2 | 4 | 8
O=C(Cn1cnc([N+](=O)[O-])n1)Nc1ccc2c(c1)OCO2 | 1&-6 | 4&5
